High-throughput results deposited in PubChem BioAssay by The Scripps Research Institute Molecular Screening Center.
Tn7 DDE FP = disrupts Tn7 cyclic peptide binding to fibrin D-Dimer-E complex | P02675 | FP displacement of FITC-Tn7 peptide from fibrin DD(E); 0% = median of compound wells per plate | inhibition, % at 8.3 µM | actives 0.13% (n = 370,000) | AID 720508;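 active = inhibition above the mean of compounds falling within the control limits plus 3 SD of them, cut at about 14% in these data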;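 note: 0% = plate median of compound wells and 100% = 10 µM Aha-Tn7 peptide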
Target sequence (P02675 whole entry, looked up): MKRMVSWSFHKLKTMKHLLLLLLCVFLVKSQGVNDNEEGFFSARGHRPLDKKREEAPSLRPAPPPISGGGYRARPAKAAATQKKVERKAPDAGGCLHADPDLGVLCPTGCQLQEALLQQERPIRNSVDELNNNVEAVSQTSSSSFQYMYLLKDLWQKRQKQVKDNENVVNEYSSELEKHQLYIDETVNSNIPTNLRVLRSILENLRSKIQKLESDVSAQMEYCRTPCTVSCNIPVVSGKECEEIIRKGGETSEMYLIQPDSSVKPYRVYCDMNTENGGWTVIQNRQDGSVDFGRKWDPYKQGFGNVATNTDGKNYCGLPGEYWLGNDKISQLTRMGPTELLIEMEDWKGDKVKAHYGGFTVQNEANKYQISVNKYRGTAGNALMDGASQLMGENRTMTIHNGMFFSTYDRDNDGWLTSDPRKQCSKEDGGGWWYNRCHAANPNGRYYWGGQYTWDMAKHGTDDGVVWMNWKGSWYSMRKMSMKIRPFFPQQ
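Assay system: Human clot-derived fibrin DD(E) complex | Buffer or medium: Tris/NaCl/CaCl2 buffer, pH 7.8 | Repeats: One replicate per compound | Benchmarks: Aha-Tn7 high control | Measure: % inhibition scaled between sample-field median and high-control FP | Schedule: 10 min plus 3 h, room temperature | Signal: Fluorescence polarization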
PLCg1 inh = PLC-gamma1 (human) inhibition, primary screen | inhibition, % at 12.2 µM | P19174 | AID 720700 | actives 0.84% (n = 370,000) | purified PLC-gamma1, fluorogenic substrate, fluorescence; in the data active = inhibition above about 9.5%
ARFGAP1 inh = inhibits rat ARF GTPase activating protein 1; Q62848; Arfgap1-stimulated ARF1 GTP hydrolysis, GDP FP detection; inhibition, % at 16.5 µM; actives 0.26% (n = 360,000); AID 651572;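 active = inhibition above a per-plate limit, mean inhibition of low control wells plus 3 SD, cut at about 25% in these data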;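 note: 0% = DMSO wells with enzyme and 100% = wells lacking Arfgap1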
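Material – truncated rat Arfgap1 GAP domain · Buffer or medium – HEPES-based buffer, pH 7.5 · Reagent – human ARF1(Δ1-17)-GTP substrate · Dosing – 16.5 µM single point, 1.26% DMSO · Schedule – GTP hydrolysis reaction 2 h at 25 °C · Technique – GDP detection by fluorescence polarization · Benchmarks – No-Arfgap1 wells (100%) versus DMSO full-reaction wells (0%) · Repeats – single replicate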
MBD2 inh = MBD2-methylated oligo binding inhibition; TR-FRET, MBD2 binding to methylated oligonucleotide; Q9UBB5; inhibition, % at 4.4 µM; AID 686964; actives 0.31% (n = 370,000); in the data active = inhibition above about 13%
KLK7 zymogen act = activates the human kallikrein-7 zymogen | purified proKLK7, EDANS-DABCYL substrate fluorescence; 100% is mature enzyme control, 0% vehicle | activation, % at 7 µM | actives 0.9% (n = 370,000) | P49862;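 active = activation above the mean of all tested compounds plus 3 SD, computed per campaign excluding outliers beyond control limits, cut at about 13% in these data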
PLC-beta3 inh = blocks human PLC-beta3 enzyme activity | AID 720704 | inhibition, % at 12.2 µM | actives 0.18% (n = 370,000) | Q01970 | Purified PLC-beta3, fluorogenic substrate, fluorescence; in the data active = inhibition above about 11%;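 note: 0% = median of compound wells on plate and 100% = full blocker control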
UHRF1 MBD2 ctr = human UHRF1 methylated DNA binding inhibitors. Q96T88. UHRF1 binding to methylated oligo, TR-FRET. inhibition, % at 4.4 µM. actives 0.75% (n = 370,000). AID 687016; in the data active = inhibition above about 21%;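 note: UHRF1 SRA domain binding a hemimethylated CpG hairpin DNA probe; 0% = median of test compound wells and 100% = reference inhibitor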
ADAM17 inh = ADAM17 inhibition, QFRET primary screen; P78536; recombinant ADAM17, EDANS/DABCYL FRET peptide cleavage; inhibition, % at 6.95 µM; actives 0.83% (n = 370,000);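 active = inhibition above the mean of compounds lying between control limits plus 3 SD, set per campaign, cut at about 8.5% in these data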;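 note: 0% = DMSO-only wells as the low control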
ASAP1 GAP inh = inhibitors of human ASAP1 ArfGAP activity | Q9ULH1 | actives 0.19% (n = 360,000) | inhibition, % at 16.5 µM | AID 624377 | ASAP1-stimulated ARF1 GTP hydrolysis, GDP FP detection; in the data active = inhibition above about 25%;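 note: 0% = vehicle with enzyme and substrate and 100% = no enzyme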
Target sequence (Q9ULH1 325-724 limits assumed): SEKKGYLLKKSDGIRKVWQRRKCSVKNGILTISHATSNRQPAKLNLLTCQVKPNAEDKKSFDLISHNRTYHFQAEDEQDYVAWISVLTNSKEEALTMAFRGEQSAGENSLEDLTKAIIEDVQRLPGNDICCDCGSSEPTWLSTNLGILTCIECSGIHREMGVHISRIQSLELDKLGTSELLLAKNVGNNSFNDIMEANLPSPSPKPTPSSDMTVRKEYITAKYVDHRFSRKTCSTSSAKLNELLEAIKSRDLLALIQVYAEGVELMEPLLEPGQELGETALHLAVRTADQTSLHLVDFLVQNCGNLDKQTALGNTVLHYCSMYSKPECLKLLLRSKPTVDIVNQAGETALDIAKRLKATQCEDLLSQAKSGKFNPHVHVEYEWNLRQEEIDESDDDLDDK
Tn6 DDE FP = disrupts Tn6 cyclic peptide binding to fibrin D-Dimer-E complex; Fibrin DD(E) TRITC-Tn6 fluorescence polarization displacement; inhibition, % at 8.3 µM; actives 0.21% (n = 370,000);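 active = inhibition above a per-campaign cutoff: mean of compounds within control limits plus 3 SD, cut at about 15% in these data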;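 note: 0% = median of all compound wells on the plate and 100% = blocking peptide control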
* hit, by the source's call; i = inactive; . = not tested or not shown.

entry	SMILES	Tn7 DDE FP	PLCg1 inh	ARFGAP1 inh	MBD2 inh	KLK7 zymogen act
1	Cc1csc(SCC(=O)NC(C)c2ccc(F)cc2)n1 (stereo unspecified)	-2	7	0	-4	0.1
2	COc1ccc(Cl)cc1N(CC(=O)Nc1ccccc1C(=O)N1CCCC1)S(C)(=O)=O	0	3	-1	-4	-1.1
3	O=C(CC1C(=O)NCCN1Cc1ccc(-c2ccccc2)cc1)NCC1CCOCC1 (stereo unspecified)	0	-10	-1	6	0.6
4	O=C(Nc1ccccc1Cl)c1cc(=O)c2ccccc2o1	-2	0	17	-5	0.1
5	CCc1cc(-c2n[nH]c(C)c2-c2nc3ccccc3n2C)c(O)cc1O	-3	5	10	2	-0.5
6	COc1cc2c(cc1OC)CN(CC(=O)Nc1ccc(F)cc1)C(C(=O)O)C2 (stereo unspecified)	4	-127	-2	1	8.5
7	C=CCN1C(=O)c2ccc(C(=O)N(CCOC)c3c(N)n(CCCC)c(=O)[nH]c3=O)cc2C1=O	1	0	-4	3	0.3
8	CCOC(=O)CC(NC(=O)Cc1ccc(F)cc1)c1ccccc1Cl (stereo unspecified)	6	0	-1	2	-1.0

entry	PLC-beta3 inh	UHRF1 MBD2 ctr	ADAM17 inh	ASAP1 GAP inh	Tn6 DDE FP
1	-1	2	1	-8	4
2	-3	-2	-2	-2	3
3	-12	1	-7	-4	4
4	-4	-6	0	-3	-8
5	-2	3	4	10	0
6	-180	0	-20	-8	4
7	-13	0	-7	2	-4
8	1	-3	-1	5	1

Next part
entry	SMILES	Tn7 DDE FP	PLCg1 inh	ARFGAP1 inh	MBD2 inh	KLK7 zymogen act
9	CCn1c(SCC(=O)NN=Cc2ccc(C(=O)O)cc2)nc2ccccc21	1	-4	.	1	-0.3
10	CC1(C)Cc2c(sc(NC(=O)C(=O)N3CCCC3)c2C(N)=O)CO1	-4	-4	-6	4	-0.1
11	NC(N)=N/N=C(\N=Nc1ccccc1)c1ccc(Cl)cc1	-9	10*	-13	-4	-0.1
12	CN(C)c1cc[n+](CC(=O)Nc2c(Cl)cc(Cl)cc2Cl)cc1	3	-1	-1	-3	-0.9
13	CC1=C(C(=O)Nc2ccc(Cl)cc2)C(c2cccs2)n2nnnc2N1 (stereo unspecified)	2	1	-3	-3	-0.2
14	CCc1ccc(-n2c(=S)sc3c(=O)[nH]c(SCC(=O)NC4CCCCC4)nc32)cc1	3	1	-1	6	-0.8
15	COc1ccc(NC(=O)CCS(=O)(=O)c2ccc3c(c2)CCCN3C(C)=O)cc1	6	-1	-11	0	0.2
16	CS(=O)(=O)c1nc(-c2ccc(Br)cc2)cc(-c2ccccc2)c1C#N	-2	-2	-7	-6	0.5

entry	PLC-beta3 inh	UHRF1 MBD2 ctr	ADAM17 inh	ASAP1 GAP inh	Tn6 DDE FP
9	3	0	1	.	3
10	-12	1	-4	-10	-2
11	10	5	8	3	11
12	3	-5	-1	10	1
13	1	-1	2	10	-2
14	-2	5	2	-16	2
15	1	3	-6	0	-5
16	0	1	-3	0	0

Other structures follow.
entry	SMILES	Tn7 DDE FP	PLCg1 inh	ARFGAP1 inh	MBD2 inh	KLK7 zymogen act
17	Cc1cccc(-c2nc3cc(NC(=O)C4CCCO4)ccc3o2)c1 (stereo unspecified)	-3	-37	-6	2	0.1
18	N#Cc1cc(Sc2ccccn2)c(Sc2ccccn2)cc1C#N	-3	-1	-7	2	0.1
19	CCOC(=O)Cc1csc(SCC(=O)N2CCN(c3ccccc3)CC2)n1	1	7	-11	-3	0.0
20	COc1ccccc1C(CNC(=O)C1COc2ccccc2O1)N1CCCC1 (stereo unspecified)	0	3	-11	3	-0.7
21	O=C(CSc1nc2c(c(=O)n1-c1ccc(F)cc1)SCC2)NCc1ccco1	3	4	-14	-3	-0.4
22	COc1ccc(OCCC(=O)OCC(=O)NCCc2ccccc2)cc1	-6	2	-2	0	-0.5
23	O=c1oc2ccccc2n1Cc1cccc(Cl)c1	1	2	12	-4	0.3
24	O=C(Nc1nnc(C2CC2)s1)c1cccs1	-3	2	16	4	-0.1

entry	PLC-beta3 inh	UHRF1 MBD2 ctr	ADAM17 inh	ASAP1 GAP inh	Tn6 DDE FP
17	-45	2	-47	7	1
18	1	1	-2	6	-6
19	-1	2	-4	-5	7
20	-9	0	1	19	1
21	-1	-2	1	5	-3
22	-1	0	0	13	-2
23	-11	11	0	-9	4
24	-12	1	-3	-7	-7

(next part)
entry	SMILES	Tn7 DDE FP	PLCg1 inh	ARFGAP1 inh	MBD2 inh	KLK7 zymogen act
25	CN(CCOC(=O)c1ccc2c(c1)OCCO2)Cc1ccccc1	-5	5	5	-4	0.1
26	CC(C)CC(NC(=O)OC(C)(C)C)C(=O)NC(C(=O)N1CCCC1C(N)=O)C(C)C (stereo unspecified)	3	0	1	0	0.1
27	Cn1nnnc1SCCNC(=O)C1CCC(=O)N(CCc2cccc(F)c2)C1 (stereo unspecified)	-1	5	-1	-1	0.1
28	COc1ccc(C(C)(C)C)cc1NC(=O)c1cncc(Br)c1	16*	3	-12	-3	-0.1
29	COc1ccc2cc(C(c3nnnn3C3CCCCC3)N3CCCCCC3)c3nnnn3c2c1 (stereo unspecified)	6	1	1	-3	0.8
30	O=C(O)c1cccc(-c2ccc(/C=N/Nc3ccc([N+](=O)[O-])cc3)o2)c1	-187	-154	5	0	0.4
31	O=[N+]([O-])c1cc(CN2CCN(c3cccc(C(F)(F)F)c3)CC2)c2cccnc2c1O	-1	6	5	-8	-0.5
32	CC1CCN(C(=O)COC(=O)c2n[nH]c3ccccc23)CC1	-1	0	4	4	0.3

entry	PLC-beta3 inh	UHRF1 MBD2 ctr	ADAM17 inh	ASAP1 GAP inh	Tn6 DDE FP
25	0	-1	4	3	-1
26	0	-1	-5	3	-4
27	-3	3	1	13	5
28	-1	-1	-2	4	5
29	1	-3	-2	-5	3
30	-230	-5	3	10	-54
31	2	-7	2	-12	-11
32	1	0	-5	5	2

Later entries.
entry	SMILES	Tn7 DDE FP	PLCg1 inh	ARFGAP1 inh	MBD2 inh	KLK7 zymogen act
33	Cc1cccc(NC(=O)[C@@H]2CC(=O)O[C@@H]2c2ccccc2)c1C	3	-3	.	5	-0.5
34	O=C(Nc1ccccc1C(=O)NCc1ccccc1)c1ccccc1	-3	2	-4	3	0.5
35	O=C1CC(SC(=Nc2ccccc2)Nc2ccccc2)C(=O)N1c1cccc(Cl)c1 (stereo unspecified)	-2	2	13	6	0.6
36	CC(C)CCNC(=O)COc1ccc2c(c1)C(=O)CC(C)(C)O2	-2	i	-8	0	40*
37	C=CCNc1nc(C(=O)OCC(=O)c2cccc(Br)c2)cs1	6	-7	4	2	-0.4
38	O=C(NNc1c(Cl)cc(Cl)cc1Cl)c1cccc([N+](=O)[O-])c1	7	2	-3	-3	0.2
39	COc1ccc(C(=O)CSc2nnc(-c3ccco3)n2CC2CCCO2)cc1 (stereo unspecified)	4	-2	2	-2	-0.1
40	O=C(NCCOC(=O)c1cccs1)c1cccnc1	6	-4	6	2	0.1

entry	PLC-beta3 inh	UHRF1 MBD2 ctr	ADAM17 inh	ASAP1 GAP inh	Tn6 DDE FP
33	0	2	-3	.	5
34	-7	6	-1	3	-3
35	2	0	2	8	4
36	i	1	-343	10	-5
37	-12	-1	-1	-8	5
38	2	-2	-1	-13	-3
39	2	-2	-4	6	1
40	0	-2	-4	8	-2

An excerpt of these results, with tabs:
No.	compound	Tn7 DDE FP	PLCg1 inh	ARFGAP1 inh	MBD2 inh	KLK7 zymogen act	PLC-beta3 inh	UHRF1 MBD2 ctr	ADAM17 inh	ASAP1 GAP inh	Tn6 DDE FP
40	O=C(NCCOC(=O)c1cccs1)c1cccnc1	6	-4	6	2	0.1	0	-2	-4	8	-2
35	O=C1CC(SC(=Nc2ccccc2)Nc2ccccc2)C(=O)N1c1cccc(Cl)c1 (stereo unspecified)	-2	2	13	6	0.6	2	0	2	8	4
33	Cc1cccc(NC(=O)[C@@H]2CC(=O)O[C@@H]2c2ccccc2)c1C	3	-3	.	5	-0.5	0	2	-3	.	5
37	C=CCNc1nc(C(=O)OCC(=O)c2cccc(Br)c2)cs1	6	-7	4	2	-0.4	-12	-1	-1	-8	5
39	COc1ccc(C(=O)CSc2nnc(-c3ccco3)n2CC2CCCO2)cc1 (stereo unspecified)	4	-2	2	-2	-0.1	2	-2	-4	6	1

Later entries:
entry	SMILES	Tn7 DDE FP	PLCg1 inh	ARFGAP1 inh	MBD2 inh	KLK7 zymogen act
41	Oc1[nH]c2ccccc2c1C1=NCCCCC1	-5	3	9	0	0.1
42	O=C1NC(=O)C(c2ccc(F)cc2)N1 (stereo unspecified)	-1	4	1	3	1.1
43	CCOc1ccc(N(CC(=O)Nc2ccccc2C)S(=O)(=O)c2c(C)[nH]c(=O)[nH]c2=O)cc1	2	-1	3	1	-0.2
44	Cn1c(=O)oc2cc(S(=O)(=O)NCc3ccccc3)ccc21	5	2	1	6	0.8

entry	PLC-beta3 inh	UHRF1 MBD2 ctr	ADAM17 inh	ASAP1 GAP inh	Tn6 DDE FP
41	0	2	0	6	3
42	1	-2	0	-7	-9
43	-8	-2	-4	7	1
44	1	3	-2	18	-7

Record cards, as listed above. Order of values: Tn7 DDE FP, PLCg1 inh, ARFGAP1 inh, MBD2 inh, KLK7 zymogen act, PLC-beta3 inh, UHRF1 MBD2 ctr, ADAM17 inh, ASAP1 GAP inh, Tn6 DDE FP
O=C1NC(=O)C(c2ccc(F)cc2)N1 (stereo unspecified) is listed with -1, 4, 1, 3, 1.1, 1, -2, 0, -7, -9
CCOc1ccc(N(CC(=O)Nc2ccccc2C)S(=O)(=O)c2c(C)[nH]c(=O)[nH]c2=O)cc1 is listed with 2, -1, 3, 1, -0.2, -8, -2, -4, 7, 1

Compounds as they come (roughly 4.1% active in at least one column).
